Source: PubChem BioAssay (several laboratories)
ABCB6 inh 2 = blocks the human ABCB6 transporter; actives 0.19% (n = 360,000); K562-ABCB6 porphyrin accumulation, flow cytometry, 1 h; hits give low values; Q9NP58; fluorescence ratio to DMSO, % at 10 µM;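 active = fluorescence ratio to DMSO below 75%, the collection mean minus 3 SD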;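 also: signal is porphyrin accumulated inside mitochondria; 100% equals median channel fluorescence of DMSO control wells; lower ratio means ABCB6 inhibition with less porphyrin fluorescence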
N-glyco inh = blocks N-linked glycosylation in D54 reporter cells. D54 ERlucT glycosylation luciferase reporter, 24 h; percent of 100 nM tunicamycin response. reporter increase, % at 12.5 µM. actives 0.23% (n = 360,000);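 active = mean luciferase reporter signal, scaled so untreated is 0 and the glycosylation-blocking control 100, at or above a set limit in every replicate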;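 also: luciferase carries N-glycosylation sites so blocking glycosylation raises the light; 0% = median of neutral control wells and 100% = median of 100 nM tunicamycin wells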
Granule exo inh = blocks lytic granule exocytosis; TALL-104 LAMP-1 surface exposure, flow cytometry; cells stimulated with thapsigargin and PMA; inhibition, % at 10 µM; actives 0.66% (n = 360,000); AID 651702;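 active = inhibition above about 55%, limit read from the data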
MC4R barr agon = human MC4R agonism via beta-arrestin; actives 0.98% (n = 360,000); U2OS MC4R beta-arrestin complementation, luminescence; percent of melanotan II response, DMSO zero; activation, % at 8.9 µM; AID 540308; P32245;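 active = activation above a per-plate cutoff, the mean activation of sample wells on that plate plus 3 SD, cut at about 8% in these data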
Target sequence (P32245 whole entry, looked up): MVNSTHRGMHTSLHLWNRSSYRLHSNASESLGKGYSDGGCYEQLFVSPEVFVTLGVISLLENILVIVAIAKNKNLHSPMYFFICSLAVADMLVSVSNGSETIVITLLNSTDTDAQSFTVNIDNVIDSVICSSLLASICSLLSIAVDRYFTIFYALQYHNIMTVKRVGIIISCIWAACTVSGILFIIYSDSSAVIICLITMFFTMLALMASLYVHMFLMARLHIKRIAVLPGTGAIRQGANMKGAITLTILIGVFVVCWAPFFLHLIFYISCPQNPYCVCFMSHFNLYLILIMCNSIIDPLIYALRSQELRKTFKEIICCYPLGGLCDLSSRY
hiPSC survival = hiPSC single-cell survival enhancement; actives 0.044% (n = 360,000); survival enhancement, % at 20 µM; ATPlite luminescence; 100% = ROCK inhibitor wells, 0% = DMSO; AID 602274; in the data active = survival enhancement above about 18%;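 also: cells exposed to compounds for 16 hours before the ATP read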
aDG glyco up = alpha-DG glycosylation activation; Pro5-aDG cells, alpha-DG glycosylation AlphaScreen (IIH6); 0% Pro5, 100% B10-LARGE cell signal; activation, % at 10 µM; actives 0.22% (n = 360,000);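 active = activation of at least 8% versus controls, or a plate z-score of at least 8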;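 also: Pro5 are CHO cells carrying HIG-tagged alpha-DG that lacks glycosylation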
HTR2A ag = agonists of mouse serotonin 5-HT2A receptor (HTR2A) | CHO-K1 mHTR2A beta-arrestin complementation, luminescence; percent of 30 µM serotonin response | actives 0.66% (n = 360,000) | P35363 | activation, % at 7.6 µM;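 active = activation above a run cutoff, the mean activation of all tested compounds plus 3 SD, cut at about 14% in these data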;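 also: 0% = plate median of compound wells and 100% = 30 µM serotonin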
Target sequence (P35363 whole entry, looked up): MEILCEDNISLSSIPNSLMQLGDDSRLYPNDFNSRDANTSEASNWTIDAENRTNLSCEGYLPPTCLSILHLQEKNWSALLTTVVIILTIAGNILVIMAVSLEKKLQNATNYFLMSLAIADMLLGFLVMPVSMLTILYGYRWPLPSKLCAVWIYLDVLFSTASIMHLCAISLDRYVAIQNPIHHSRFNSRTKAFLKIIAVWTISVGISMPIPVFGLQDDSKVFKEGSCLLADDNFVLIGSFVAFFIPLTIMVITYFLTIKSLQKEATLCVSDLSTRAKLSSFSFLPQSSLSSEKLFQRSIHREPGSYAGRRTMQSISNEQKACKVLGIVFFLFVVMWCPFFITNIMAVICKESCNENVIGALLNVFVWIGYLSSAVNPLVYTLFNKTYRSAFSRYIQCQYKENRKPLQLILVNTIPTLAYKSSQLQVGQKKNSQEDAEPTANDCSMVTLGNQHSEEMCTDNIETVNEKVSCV
H9c2 protect = myocardial damage modulation in H9c2 cells; H9c2 cardiomyocytes, H2O2 injury protection, ATPLite, 2 h; actives 0.63% (n = 360,000); protection from H2O2 cell death, % at 20 µM; AID 588492;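 active = compounds giving at least 50% protection of heart cells from peroxide-induced death in the single-dose screen, raw or plate-pattern-corrected value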;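 also: 0% = DMSO wells with peroxide and 100% = DMSO wells without peroxide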
MC4R antag cAMP = antagonists of human melanocortin 4 receptor (MC4R). P32245. MC4R-expressing cells, MTII-stimulated cAMP, LANCE TR-FRET. inhibition, % at 6.5 µM. actives 0.48% (n = 360,000);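 active = inhibition above its plate's cutoff, the mean of tested wells on that plate plus 3 SD, cut at about 29% in these data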;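 also: 0% = Melanotan II alone and 100% = Melanotan II plus saturating MCL0020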
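Assay system: U2OS-MC4R stable cell line; Also added: Melanotan II; Technique: Eu-cAMP/anti-cAMP TR-FRET, emission 671 nm; Times: 30-min compound, 1-h challenge, 1-h detection, room temperature.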
ABHD5-PLIN5 inh = blocks binding of human ABHD5 to perilipin-5 | Q00G26+Q8WTS1 | Split G. princeps luciferase complementation, luminescence, 4 h | inhibition, % at 4 µM | actives 0.78% (n = 360,000) | AID 602281;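 active = inhibition above the mean inhibition across every tested compound plus 3 SD, cut at about 22% in these data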;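 also: 0% = DMSO only wells and the 100% control is not disclosed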
Numbers without * were called inactive; · = not tested or not shown.

SMILES	ABCB6 inh 2	N-glyco inh	Granule exo inh	MC4R barr agon	hiPSC survival	aDG glyco up	HTR2A ag	H9c2 protect	MC4R antag cAMP	ABHD5-PLIN5 inh
COC(=O)C1=C(CS(=O)(=O)c2ccc(Cl)cc2)NC(=O)NC1c1ccc(O)c(OC)c1 (stereo not drawn)	101	4	1	-3.0	0.5	0.0	0	-2	12	-4
O=C(NC(=S)Nc1ccc(S(=O)(=O)N2CCCCC2)cc1)c1ccc(Cl)cc1	90	-2	1	0.4	-2.0	0.4	0	-30	14	-1
Cc1nc(C(=O)N/N=C/c2[nH]ncc2Br)cs1	98	0	7	-0.5	0.3	-0.3	3	-4	0	10
Cc1cc(C)c(S(=O)(=O)NCCCN2CCOCC2)cc1Br	97	2	-2	-0.7	6.9	-0.1	-4	-4	17	10
COC(=O)c1cc2c(cc1Cl)N1CCCCCC1=NS2(=O)=O	103	1	2	-2.8	0.1	0.0	-1	-6	10	-9
Cc1ccc(CN2CC(C(=O)N3CCN(c4ccccc4O)CC3)CC2=O)cc1 (stereo not drawn)	97	7	-4	-0.1	-0.6	0.1	1	0	0	0
COc1cc(NC(=O)CSc2nc3c(C)ccc(C)c3cc2C)c(C(=O)O)cc1OC	98	-1	3	-1.5	2.2	-0.1	-1	10	7	-4
c1ccc(OCCOCCN2CCN(C(c3ccccc3)c3ccccc3)CC2)cc1	88	-3	59*	1.4	-0.5	0.2	-5	1	1	12
COc1ccc(OC)c(NC(=O)COC(=O)CSc2ccc(Cl)cc2)c1	97	1	8	0.6	1.8	-0.3	0	1	21	-5
N#Cc1cccc(NC(=O)NCCc2c[nH]c3ccccc23)c1	95	-2	-1	-0.1	-0.6	-0.2	-7	-11	14	-7
CCNCCC(=O)N1c2ccccc2Sc2ccc(C(F)(F)F)cc21	101	-1	51	0.6	-0.6	0.2	-5	-4	-3	9
C=CCNC(=S)N1N=C(c2ccco2)CC1c1ccco1 (stereo not drawn)	98	0	41	-1.7	1.1	-0.1	-4	17	3	11

Three entries already listed, sorted by the number in ABHD5-PLIN5 inh, largest number first:
Molecule	ABCB6 inh 2	N-glyco inh	Granule exo inh	MC4R barr agon	aDG glyco up	HTR2A ag	MC4R antag cAMP	ABHD5-PLIN5 inh
C=CCNC(=S)N1N=C(c2ccco2)CC1c1ccco1 (stereo not drawn)	98	0	41	-1.7	-0.1	-4	3	11
Cc1ccc(CN2CC(C(=O)N3CCN(c4ccccc4O)CC3)CC2=O)cc1 (stereo not drawn)	97	7	-4	-0.1	0.1	1	0	0
COc1cc(NC(=O)CSc2nc3c(C)ccc(C)c3cc2C)c(C(=O)O)cc1OC	98	-1	3	-1.5	-0.1	-1	7	-4

(list continues)
SMILES	ABCB6 inh 2	N-glyco inh	Granule exo inh	MC4R barr agon	hiPSC survival	aDG glyco up	HTR2A ag	H9c2 protect	MC4R antag cAMP	ABHD5-PLIN5 inh
CC(CCc1ccccc1)NC(=O)c1ccc(F)cc1 (stereo not drawn)	99	-1	-8	-0.7	-0.7	0.1	-2	3	9	-3
CCCn1nnc(NC(=O)c2ccc(-c3cc(Cl)ccc3Cl)o2)n1	103	2	2	9.6*	1.1	0.4	-2	16	2	-2
CC1(C)CC(=O)C=C(c2ccc(Oc3ccccc3)cc2)C1=O	96	-1	14	0.2	-0.4	-0.1	0	-19	3	4
COc1ccc([C@@H]2COc3c(ccc4c3C=CC(C)(C)O4)C2)c(OC)c1	98	1	-5	3.3	-1.0	-0.1	5	-6	7	-5
COc1ccc(/C=C/C(=O)Oc2ccc(/C=N/NC(=O)c3ccccc3)cc2)cc1OC	99	-1	27	23*	-2.7	-0.1	-1	-5	5	4
COc1ccc(S(=O)(=O)N2CCC(C(=O)NCC3CCCO3)CC2)cc1C (stereo not drawn)	100	0	-1	2.4	2.7	-0.2	-1	-2	15	-1
CC(=O)Nc1nc(-c2ccc(Br)s2)cs1	94	1	-2	-1.0	5.4	0.0	-3	3	8	0
CCCCN(C(=O)Nc1ccccc1)C1CCS(=O)(=O)C1 (stereo not drawn)	94	0	-6	-1.0	-0.6	0.2	-2	10	-4	0
C/C(=N\NC(=O)CNC(=O)c1ccc(F)cc1)c1ccco1	99	0	-4	0.6	-0.4	0.0	2	11	-3	3
O=C(NCc1ccco1)/C(=C/c1ccco1)NC(=O)c1ccc(Br)o1	94	0	-1	0.1	-0.8	0.0	0	-3	8	8
CC(=O)Oc1ccc(/C=C2/CCc3ccccc3C2=O)cc1	97	-18	5	0.7	-0.9	0.2	-3	-12	-7	-3
Cc1cccc(Cn2cccc2/C=C2/C(=N)N3C=CSC3=NC2=O)c1	93	2	0	3.8	1.1	1.0	4	9	-1	-4
CC(=O)Nc1ccc(C(C#N)c2ccccc2)cc1 (stereo not drawn)	95	1	1	-1.7	0.1	-0.1	5	6	3	-5
CNC(=S)Nc1cc(C(=O)N2CCCC2)ccc1N1CCCC1	96	4	-8	-5.2	3.8	0.3	10	4	-4	-6
O=C(CSc1ccc(-c2ccccc2)nn1)NCC1CCCO1 (stereo not drawn)	98	2	-5	0.1	1.3	0.0	-1	1	-7	4
CCOC(=O)c1c(NC(=O)CN2C(=O)NC3(CCC(CC)CC3)C2=O)sc(C)c1-c1ccc(C)cc1 (stereo not drawn)	103	0	0	-1.8	2.1	0.4	-1	0	22	-2
COc1ccccc1CNC(=O)c1cc(C)nc2ccccc12	92	0	2	1.6	0.7	0.2	7	1	17	-1
CCOc1ccc(N(CC(=O)NN=C2CCN(C)CC2)S(=O)(=O)c2ccc(Br)cc2)cc1	103	1	-12	0.2	0.4	-0.1	3	-2	10	-5
O=C(C1CCCN(Cc2ccccc2[N+](=O)[O-])C1)N1CCCCC1 (stereo not drawn)	97	2	3	-0.8	-0.1	0.2	1	8	-4	-4
CC(/C=N/O)Cc1ccc2c(c1)OCO2 (stereo not drawn)	97	1	0	-0.5	1.1	-0.3	2	6	0	1
CCCCn1c(N)c(N(CCOC)C(=O)COC(=O)COc2ccc(CC)cc2)c(=O)[nH]c1=O	105	2	0	-1.3	-0.6	0.0	7	1	-10	1
CCOc1nc(C)ccc1-c1noc(C)n1	100	1	-5	-2.7	-0.3	0.1	3	-2	3	-4
COc1cc(C(=O)OCC(=O)N2CCCCCC2)c([N+](=O)[O-])cc1OC	98	2	1	-3.0	-0.3	0.0	-6	4	-1	-1
Cc1cc(=O)n2c(nc3ccccc32)[nH]1	90	1	-2	-2.1	-1.7	0.1	10	-6	0	-1
COc1ccccc1NC(=O)Cc1csc(NC(=S)Nc2ccccc2)n1	91	-1	-5	1.0	0.7	0.5	-5	-16	9	1
COc1ccccc1-c1nnc(SC(C)C(=O)O)n1-c1ccccc1 (stereo not drawn)	137	0	2	-2.3	-1.5	-0.1	2	3	0	-4
O=C(NN1C(=O)C2C3C=CC(O3)C2C1=O)c1ccccc1 (stereo not drawn)	87	0	-1	-2.9	-0.2	-0.2	5	21	6	7
Brc1cc(/C=N/n2cnnc2)oc1Br	97	0	-2	-2.4	-1.3	0.6	1	5	11	6
Cc1ccccc1C(=O)N1CCN(C(c2ccccc2)c2ccccc2)CC1	97	-8	-5	1.6	-0.5	-0.1	-3	7	2	-5
COc1ccc([C@H]2CC(=O)C=C(c3cccc4c3Oc3ccccc3S4)C2)cc1OC	90	-2	3	-1.4	-0.6	0.1	1	-5	18	-10
Cc1ccc2c(c1)NC(C(C)(C)C)CO2 (stereo not drawn)	100	2	-1	-1.6	0.8	-0.1	5	7	4	-6
CCn1c(SCC(=O)N2CCCc3ccccc32)nc2c1c(=O)n(C)c(=O)n2C	88	-2	3	-1.5	0.1	-0.1	1	23	3	2
COCCNS(=O)(=O)c1ccc(C)c(C)c1C	99	0	0	-0.7	2.6	-0.4	-2	-16	11	-6
Cc1cc(F)ccc1C(O)c1ncc(-c2cccc(F)c2)[nH]1 (stereo not drawn)	92	-3	-5	-1.9	-1.9	-0.1	1	-2	1	9
CCC1CCCCN1CCCNC(=O)CCC(=O)N1CCOc2ccccc21 (stereo not drawn)	96	1	15	0.0	-1.1	0.1	3	11	-4	4
O=C(N/C(=C/c1ccc(F)cc1)C(=O)N1CCOCC1)c1ccco1	113	1	33	0.0	4.0	-0.1	-2	4	-1	3
CCN(CC)Cc1cc(CCNC(=O)c2ccc(Cl)cc2)ccc1O	102	-4	-1	-1.1	-1.1	-0.4	2	-3	1	0
Cc1cc(NC(=O)CSc2nc3c(cc2C#N)CCC3)no1	90	-10	-11	0.0	-0.5	-0.1	5	-7	9	8
N#Cc1ccccc1S(=O)(=O)N1CCN(Cc2c(O)ccc3ccccc23)CC1	98	0	4	-1.1	0.8	0.5	6	11	6	28*
CC(=O)c1ccc(NC(=O)c2ccc(COc3ccccc3[N+](=O)[O-])o2)cc1	96	2	-1	3.0	-0.4	1.0	-2	-4	0	11
CC(C)c1nc(SCC(=O)Nc2ccc(N(C)C)cc2)c2ccccc2n1	96	7	-1	-0.3	-0.7	0.1	-3	-12	1	-11
C[n+]1ccccc1/C=C/c1ccc([N+](=O)[O-])cc1	130	11	-1	-0.9	-0.3	-0.1	2	-1	-2	11
COc1cc2ccc(NC(C)=O)cc2cc1OC	102	-1	1	-1.6	1.4	0.4	1	6	-3	0
COc1ccc(-c2cc(-c3ccccc3)nc(NN)n2)cc1OC	94	7	-14	-3.0	-0.7	-0.2	3	17	1	4
C=C(C)CNC(=S)N=Nc1c(O)[nH]c2ccc([N+](=O)[O-])cc12	94	3	0	1.3	0.3	0.1	-4	-16	17	-4
O=C(O)c1ccc(-c2nc(-c3ccccc3)c(-c3ccccc3)[nH]2)cc1	94	3	-6	2.4	1.7	0.2	-4	1	14	0
COC(=O)CSc1nc2ccc(C)cc2[nH]1	92	0	-2	0.5	0.3	-0.3	2	-3	4	10
Cc1cc(C(=O)CSc2nnc(NCc3ccccc3)s2)c(C)n1C	88	15	1	-2.5	-0.7	-0.3	0	2	-19	3
CN(C(=O)c1ccc2c(=O)n3c(nc2c1)CCCCC3)c1ccccc1Cl	100	0	0	-1.5	-0.3	0.0	-2	4	0	-9
CC1=C(C(=O)N2CCOCC2)CC(CC(=O)NCC2CCCCC2)C(=O)N1Cc1ccc(C(C)(C)C)cc1 (stereo not drawn)	99	11	-3	·	3.0	0.4	2	5	·	1
CCN(CC)S(=O)(=O)c1cccc(C(=O)NNC(=O)c2ccc3[nH]c(=O)c(=O)[nH]c3c2)c1	99	3	0	-2.9	-0.4	-0.7	1	-1	-2	-6
C=CCOc1cccc(/C=N/NC(=O)C(OC)c2ccccc2)c1 (stereo not drawn)	97	-1	-5	-0.8	0.7	0.1	-9	-2	-1	-5
O=C(Nc1cccc(F)c1)Nc1ccnn1C1CCN(C(=O)CCN2CCCO2)CC1	106	1	2	-3.3	-0.2	-0.1	8	-1	9	-8
CN1CCN(C(=O)c2ccc(-n3cccc3)cc2)CC1	101	2	0	-0.4	-0.5	-0.1	-3	1	-1	-3
Cc1ccc(OCC(=O)N/N=C/c2cn(Cc3ccccc3)c3ccccc23)cc1	97	-15	3	-0.9	-1.8	0.9	-5	-3	-17	-7
